# From PubChem
# HT1080 cytotoxicity: HT1080 cell viability loss – fluorescence readout (AID 620); HT1080 viability, fluorescence; higher % means a stronger effect; cytotoxicity, % at 10 µM, or EC50 in µM where a hit was titrated; actives 0.42% (n = 87,000); in the data active = cytotoxicity above about 50%;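 note: cells exposed to compound overnight then 4 h with Alamar Blue; 0% = vehicle DMSO and 100% = killing control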
# An asterisk follows results filed as active.
molecule,HT1080 cytotoxicity
FC(F)(F)c1ccc(CN2C[C@@H]3C(c4ccccc4)C4(c5cccnc5)CC3(C4)[C@H]2c2ccccc2)cc1 (some centres undefined),-11.5%
Cc1ccccc1N1C(=O)C2C3C=CC(C2C1=O)N(C)C3=O (centres undefined),-11.1%
Cc1ccc(Cn2cnc3sc4c(c3c2=O)CCC4)c(C)c1,-5.9%
COc1cc(C(C(=O)NC(C)(C)C)N(Cc2ccc3c(c2)OCO3)C(=O)c2cnccn2)cc(OC)c1OC (centres undefined),-4.7%
COc1ccc(-c2cc(-c3cc(OC)ccc3O)[nH]n2)cc1,17.5%
COCCn1c(SCC(=O)Nc2ccc(NC(=O)c3ccco3)c(OC)c2)nc2ccccc2c1=O,-1.9%
CCOc1cc(C)nc(NCc2ccccc2)n1,-10.3%
COc1ccc(NC(=O)CN(c2cccc(C(F)(F)F)c2)S(C)(=O)=O)cc1OC,-10.6%

# 2 consecutive records out of the list so far, quoted:
molecule,HT1080 cytotoxicity
Cc1ccccc1N1C(=O)C2C3C=CC(C2C1=O)N(C)C3=O (centres undefined),-11.1%
Cc1ccc(Cn2cnc3sc4c(c3c2=O)CCC4)c(C)c1,-5.9%

# Remaining list, next part
molecule,HT1080 cytotoxicity
Cc1ccccc1NS(=O)(=O)c1ccc(N2CCCC2=O)cc1,56.7%*
CCC(CC)C(=O)NC12CC3CC(CC(C3)C1)C2,-7.8%
Cc1cccc(OCC(=O)Nc2nnn(C)n2)c1C,-2.1%
O=C(NCCSCc1ccccc1)c1ccc(Cl)c(S(=O)(=O)N2CCOCC2)c1,1.0%
C[C@@H]1C=C[C@](Cc2ccccc2)(C(=O)O)N1C(=O)c1ccccc1,-13.4%
S=C1N(c2ccccc2)C(c2cccc3ccccc23)N2CCCN12 (centres undefined),-17.6%
O=C1c2ccccc2OC2(C=Cc3ccccc3O2)N1Cc1ccccc1 (centres undefined),15.6%
COc1ccc(CN2CCCCC2C)cc1C (centres undefined),18.9%

# Next part.
molecule,HT1080 cytotoxicity
O=C(OCC(=O)N1CCN(C(=O)c2ccco2)CC1)c1cc(-c2ccc(Cl)c(Cl)c2Cl)nc2ccccc12,14.8%
CCOC(=O)C1=C(CSc2nc(-c3ccccc3)ccc2C#N)OC(N)=C(C#N)C1c1cccnc1 (centres undefined),-15.7%
CCCN1C2CCCC1CC(NC(=O)C1CCCCC1)C2 (centres undefined),2.8%
CC(C)(C)c1ccc(-c2nnc(SCC(=O)c3ccc4c(c3)OCCO4)o2)cc1,-6.8%
COc1ccc(C2C(C(=O)Nc3cccnc3)=C(C)Nc3nc(-c4cccs4)nn32)cc1 (centres undefined),11.4%
COc1ccccc1C1C(C#N)=C(N)N(c2cccnc2)C2=C1C(=O)CC(C)(C)C2 (centres undefined),-2.3%
CN(C)c1nc(OCCNC(=O)COc2ccc(Cl)cc2Cl)nc(N(C)C)n1,0.6%
COc1ccc(/C(O)=C/C(=O)C(=O)NNC(=O)C(O)(c2ccccc2)c2ccccc2)cc1,-6.3%

# Additional compounds
molecule,HT1080 cytotoxicity
CS(=O)(=O)N(Cc1ccccc1)c1ccc(C(=O)Nc2ccc3c(c2)OCO3)cc1,7.3%
C=CCn1c(SCC(=O)Nc2c(C)n(C)n(-c3ccccc3)c2=O)nc2sc(C)c(-c3ccccc3)c2c1=O,-30.4%
COc1ccc(S(=O)(=O)NC(C)C(=O)O)cc1 (centres undefined),-12.3%
Brc1ccc(-c2csc(NNC3=NCCCCC3)n2)cc1,1.1%
CC1=C(C(=O)OCc2ccccc2)C(c2ccc3ccccc3c2)NC(=O)N1CCCC(=O)O (centres undefined),0.7%
Cc1cc(=O)n2[nH]c(SCc3ccccc3)nc2n1,-8.3%
CCn1c(CNC(=O)COc2ccc(C(C)C)cc2)nnc1SCC(=O)NC1CCCCC1C (centres undefined),-7.2%
O=C(Nn1c(O)c(C=C2N=c3ccccc3=N2)sc1=S)c1ccccc1Cl,7.0%

# Next results
molecule,HT1080 cytotoxicity
Cc1ccc(-c2noc(CN(C(=O)Cc3ccccc3)C(C)C)n2)cc1,-4.9%
CC(=O)Nc1ccc(S(=O)(=O)NC2(C(F)(F)F)C(=O)Nc3c2c(=O)n(C)c(=O)n3C)cc1 (centres undefined),-4.4%
Cc1cc(C)c(C#N)c(OCC(=O)c2ccc(Br)cc2)n1,-11.6%
OCCn1c(C(F)(F)F)nc2ccccc21,16.8%
S=c1[nH]nc(-c2ccccc2)o1,-11.4%
CCC(C)(C(=O)NC1CCCCC1)N(C(=O)c1ccccn1)c1ccccc1 (centres undefined),2.1%
Cc1cccc(-c2nc3c(c(SCC(=O)N(C)C)n2)CCCC3)c1,-21.9%
O=C(c1ccco1)N1CCN(C(=O)C(c2ccccc2)c2ccccc2)CC1,-4.5%

# (listing goes on)
molecule,HT1080 cytotoxicity
Cc1ccc(C)n1-n1cnc2sc3c(c2c1=O)CCCCC3,-9.1%
Cc1ccc(S(=O)(=O)[N-]c2nc3ccccc3nc2-n2cc[n+](CCC(C)C)c2)cc1,9.1%
CN1/C(=C/C(=O)c2cccs2)Sc2ccccc21,30.7%
O=C(CSc1ccc(-c2ccccc2)nn1)NCc1ccco1,9.0%
CCC(Oc1ccccc1)C(=O)Nc1ccc(S(=O)(=O)N2CCOCC2)cc1 (centres undefined),1.7%
Clc1ccc(CSc2nnc(CNc3cccc(Cl)c3)o2)cc1,1.8%
CCOC(=O)c1cnc(SCCc2ccccc2)nc1N,-4.3%
CN(CC(=O)O/N=C(\N)c1ccc([N+](=O)[O-])cc1)S(=O)(=O)c1ccc2ccccc2c1,8.8%

# The listing continues:
molecule,HT1080 cytotoxicity
CCOc1ccccc1OCC(=O)Nc1ccc(Cl)cc1Cl,-26.0%
CC1CCCCC1NC(=O)c1ccc(S(=O)(=O)N2CCCC2)cc1 (centres undefined),7.1%
Cn1c(=O)c2c(n(Cc3ccccc3)c1=O)NC(=O)C2CC(=O)O (centres undefined),6.3%
CC1=C(C#N)C(c2cccnc2)C2=C(CC(c3ccc(Cl)cc3)CC2=O)N1 (centres undefined),-5.1%
COc1ccc(OC)c(C(=O)c2coc3ccc(OCC(=O)O)cc23)c1,1.9%
COc1ccc(N2CCN(C(=O)CN(CCc3ccccc3)S(C)(=O)=O)CC2)cc1,-11.1%
CC(C)C(c1nnnn1C1CCCC1)N1CCOCC1 (centres undefined),12.0%
COc1ccc2oc(=N)c(-c3nnc4n3CCCCC4)cc2c1,2.2%

# Another view of four compounds above.
CC1CCCCC1NC(=O)c1ccc(S(=O)(=O)N2CCCC2)cc1 (centres undefined)
  HT1080 cytotoxicity: 7.1%

Cn1c(=O)c2c(n(Cc3ccccc3)c1=O)NC(=O)C2CC(=O)O (centres undefined)
  HT1080 cytotoxicity: 6.3%

CC1=C(C#N)C(c2cccnc2)C2=C(CC(c3ccc(Cl)cc3)CC2=O)N1 (centres undefined)
  HT1080 cytotoxicity: -5.1%

COc1ccc(OC)c(C(=O)c2coc3ccc(OCC(=O)O)cc23)c1
  HT1080 cytotoxicity: 1.9%

# The main list resumes, starting three compounds before the break.
molecule,HT1080 cytotoxicity
COc1ccc(N2CCN(C(=O)CN(CCc3ccccc3)S(C)(=O)=O)CC2)cc1,-11.1%
CC(C)C(c1nnnn1C1CCCC1)N1CCOCC1 (centres undefined),12.0%
COc1ccc2oc(=N)c(-c3nnc4n3CCCCC4)cc2c1,2.2%
O=C(C1CC(c2cccc(Br)c2)=NO1)N1CCc2ccccc2C1 (centres undefined),-6.6%
NC(=O)NCC1CC1,16.0%
COc1ccc(-n2c(SCC(=O)Nc3ccccc3)nnc2-c2ccoc2C)cc1,-0.8%
OCCN(CCO)c1ncnc2c1oc1ccc(Br)cc12,9.3%
CC(C)OP(=O)(OC(C)C)C(NC(=O)c1cccc([N+](=O)[O-])c1)C(N)=O (centres undefined),-1.3%
O=C(NCc1ccccc1)C(c1ccc(F)cc1)N(Cc1ccco1)C(=O)c1ccccn1 (centres undefined),-17.6%
Cc1ccc(C(=O)Nc2cccc(Oc3ccccc3)c2)o1,3.4%
COC(=O)CN(CCc1ccccc1)S(=O)(=O)c1ccc(OC)c(OC)c1,13.9%

# The list goes on:
Molecule	HT1080 cytotoxicity
COc1ccccc1-c1nnc(Sc2nc([N+](=O)[O-])nn2C)o1	20.4%
Cn1cnnc1SCc1ccccc1	1.4%
CCOC(=O)Cc1csc(NC(=O)c2cc(OC)cc(OC)c2)n1	12.1%
CCOc1cccc(C(=O)Nc2ccc3oc(Cc4ccc(Cl)cc4)nc3c2)c1	0.2%
N#C/C(=C\c1ccccc1)C(=O)NC(=O)Oc1ccccc1	16.2%
CC(Sc1c[nH]c2ccccc12)C(=O)O (centres undefined)	5.6%
COc1ccc(NC(=O)c2ccc(COc3ccccc3)o2)cc1	10.7%
COc1ccc(CCNC(=O)c2cc(-c3ccc(C)c(C)c3O)n[nH]2)cc1OC	-4.3%
COc1ccc2c(c1)OC1=C(C(=O)CCC1)C2C1=C(O)CCCC1=O (centres undefined)	-5.7%
Cc1cc(C)cc(NC(=O)CN2CCN(CCN=CC3=C(O)CC(C)(C)CC3=O)CC2)c1	1.5%
COc1ccc(N2CCN(Cc3oc(CO)cc(=O)c3O)CC2)cc1	-6.1%
O=C(CSc1nnc(CNc2ccc(F)cc2)n1Cc1ccco1)N1CCOCC1	-19.4%
CCN(CC)C(=O)Nc1ccccc1C	10.1%
O=C(Nc1ccccc1)N1CCCC(c2nc(-c3ccc(F)cc3)no2)C1 (centres undefined)	-12.5%
Cc1ccc(NC(C)c2cc(Cl)ccc2O)cc1 (centres undefined)	-3.2%
COc1ccc(C2=NN(CN3C(=O)C(=O)c4ccccc43)C(c3ccc(Br)cc3)C2)cc1 (centres undefined)	-46.2%
COc1ccc(Cc2noc(COc3ccc(Cl)cc3)n2)cc1	1.6%
COc1cccc(N2CCN(CC(=O)C34CC5CC(CC(C5)C3)C4)CC2)c1	-17.0%
CC(C)N(C(=O)CSc1nc2ccccc2n1Cc1ccccc1F)C(C)C	-11.1%
O=C(Cn1c(-c2cscn2)nc2ccccc21)Nc1ccccc1F	6.2%
N=C1N(/N=C/c2ccccc2)C(=Nc2ccccc2)C(=S)N1c1ccccc1	-5.9%
O=C1c2ccccc2C(=O)N1CCC(c1ccccc1)c1ccco1 (centres undefined)	-13.4%
O=C(O)C1CCCN(S(=O)(=O)c2cccs2)C1 (centres undefined)	-7.5%
COc1ccc(CCN2C(=O)C3CC(C)=C(C)CC3C2=O)cc1OC (centres undefined)	5.8%
CCOc1ccc(N2C(=O)CC(N3CCC(O)(c4ccc(Br)cc4)CC3)C2=O)cc1 (centres undefined)	-8.7%
Cc1cc(C)cc(NC(=O)CN2CCc3ccccc3C2)c1	16.6%
CC1=CC(C)(C)NC(=S)N1c1cccc2ccccc12	-8.8%
COc1ccc(NC(=O)COC(=O)c2ccc(OCc3c(C)noc3C)cc2)cc1OC	-6.7%
O=C(Cn1cnc2scc(-c3ccc(F)cc3)c2c1=O)N1CCOCC1	1.6%
Cc1cc(C)cc(NC(=O)CN2C(=O)NC(C)(c3ccccc3)C2=O)c1 (centres undefined)	1.0%

# (continued)
Molecule	HT1080 cytotoxicity
CCOC(=O)c1sc(NC(=O)c2ccncc2)nc1C	6.0%
Cc1ccc(CSc2nnc(Nc3ccc(C)cc3)s2)cc1	-11.5%
CCOC(=O)C1CCCCN1Cc1cccc(OC)c1OC (centres undefined)	-8.9%
COc1c(F)c(F)c(C(=O)Nc2ccc(N3CCN(C(C)=O)CC3)c(Cl)c2)c(F)c1F	13.9%
O=C1C2C(c3ccccc3)C=CC(c3ccccc3)C2C(=O)N1CCCO (centres undefined)	11.8%
Cc1ccc(-c2cc(C(=O)N/N=C/c3ccco3)[nH]n2)cc1	-2.1%
O=C(CCC(=O)N1CCN(S(=O)(=O)c2ccc(Cl)cc2)CC1)NC1CCCc2ccccc21 (centres undefined)	-4.1%
Cc1ccc(S(=O)(=O)N2CCC(O)(c3cccnc3)CC2)cc1	-7.4%
CC(Cc1ccccc1)NC(=O)C1(c2ccccc2)CCOCC1 (centres undefined)	-8.9%
COc1ccc(OCc2n[nH]c(=S)o2)cc1	-6.2%
CCN1C(=O)CC(NCc2ccc3c(c2)OCO3)C1=O (centres undefined)	-7.9%
Cc1ccc(SCc2cn3cccnc3n2)cc1	-18.2%
FC(F)(F)COc1nc(N2CCOCC2)nc(N(c2ccccc2)c2ccccc2)n1	-14.9%
CCN(CC)C(=O)CN(c1cccc(C(F)(F)F)c1)S(C)(=O)=O	6.0%
Cc1ccc(Oc2ccc(Cl)cc2NC(=O)c2cnccn2)cc1	-8.9%
CCCc1cc(=O)oc2cc(OCC(=O)Nc3ccc4c(c3)OCCO4)ccc12	-3.0%
COC(=O)C1=C(C)N(C)C(=O)NC1c1cc(Cl)c(O)c(OC)c1 (centres undefined)	2.6%
COc1ccc2nc(Nc3nc(CSc4nnnn4-c4ccccc4)cc(=O)[nH]3)nc(C)c2c1	2.6%
O=C(NCc1ccccc1)C1COc2ccccc2O1 (centres undefined)	-6.5%
O=C(c1ccc2c(c1)OCCO2)N1CCN(Cc2ccccc2)CC1	-14.2%
C(#CCN1CCOCC1)COCCCOC(c1ccccc1)c1ccccc1	-6.7%
CCCCN1C(=O)N(C)C2C1N(C)C(=O)N2CCCC (centres undefined)	1.0%
Cc1ccc(C)c(OC(=O)c2ccncc2)c1	7.5%
Cc1ccc(-n2nc3cc(C)c(NC(=O)c4cccnc4)cc3n2)cc1	-8.8%
COc1ccccc1N1CCN(C(c2ccccn2)c2nnnn2C2CCCCC2)CC1 (centres undefined)	-16.5%
CCn1c(COc2ccccc2)nc2ccccc21	-0.1%
O=C(CCSCCC(=O)NCc1ccccc1)NCc1ccccc1	-3.1%
COc1cccc(/C=N/NC(=O)CO/N=C(\C)c2cccs2)c1OC	-0.7%
COc1ccc(N(CC(=O)NCCSCc2c(F)cccc2Cl)S(C)(=O)=O)cc1OC	-19.3%
O=C(O)C1CCCCC1C(=O)Nc1cc(Cl)ccc1Cl (centres undefined)	5.0%

# Next part
Molecule	HT1080 cytotoxicity
O=C1c2ccccc2-c2c1cccc2C(=O)N1CCCCC1	-4.7%
CCOC(=O)c1nc2cc3n(c(CC(C)C)c-2c1C)CC(C)=C3C	-1.1%
COC(=O)c1sc(OC)cc1OCc1ccc(C)cc1	22.6%
Cc1[nH]n(-c2ccc([N+](=O)[O-])cc2)c(=O)c1N=Nc1nc2ccccc2s1	-1.8%

# The list is partial. The share of hits here may be higher or lower than overall.
